KDM5B inh = KDM5B demethylase inhibition. AID 1347165. Q9UGL1. Potency, µM (titrated, usually from 57.7 µM), for the others: at the top dose activity change, negative = inhibition, hits mostly inhibitors. 220,000 tested, 2.6% active. KDM5B demethylase, FDH-coupled NADH fluorescence (FDH is formaldehyde dehydrogenase); active = well fitted inhibition curve with a large enough effect; inconclusive = small, poorly fitted or top-dose-only effect; inactive = no such curve, though single readings can be large or run the other way; note: 0% is about no effect; nearly all actives have a fitted effect of over 70% in size
Target sequence (Q9UGL1 whole entry, looked up): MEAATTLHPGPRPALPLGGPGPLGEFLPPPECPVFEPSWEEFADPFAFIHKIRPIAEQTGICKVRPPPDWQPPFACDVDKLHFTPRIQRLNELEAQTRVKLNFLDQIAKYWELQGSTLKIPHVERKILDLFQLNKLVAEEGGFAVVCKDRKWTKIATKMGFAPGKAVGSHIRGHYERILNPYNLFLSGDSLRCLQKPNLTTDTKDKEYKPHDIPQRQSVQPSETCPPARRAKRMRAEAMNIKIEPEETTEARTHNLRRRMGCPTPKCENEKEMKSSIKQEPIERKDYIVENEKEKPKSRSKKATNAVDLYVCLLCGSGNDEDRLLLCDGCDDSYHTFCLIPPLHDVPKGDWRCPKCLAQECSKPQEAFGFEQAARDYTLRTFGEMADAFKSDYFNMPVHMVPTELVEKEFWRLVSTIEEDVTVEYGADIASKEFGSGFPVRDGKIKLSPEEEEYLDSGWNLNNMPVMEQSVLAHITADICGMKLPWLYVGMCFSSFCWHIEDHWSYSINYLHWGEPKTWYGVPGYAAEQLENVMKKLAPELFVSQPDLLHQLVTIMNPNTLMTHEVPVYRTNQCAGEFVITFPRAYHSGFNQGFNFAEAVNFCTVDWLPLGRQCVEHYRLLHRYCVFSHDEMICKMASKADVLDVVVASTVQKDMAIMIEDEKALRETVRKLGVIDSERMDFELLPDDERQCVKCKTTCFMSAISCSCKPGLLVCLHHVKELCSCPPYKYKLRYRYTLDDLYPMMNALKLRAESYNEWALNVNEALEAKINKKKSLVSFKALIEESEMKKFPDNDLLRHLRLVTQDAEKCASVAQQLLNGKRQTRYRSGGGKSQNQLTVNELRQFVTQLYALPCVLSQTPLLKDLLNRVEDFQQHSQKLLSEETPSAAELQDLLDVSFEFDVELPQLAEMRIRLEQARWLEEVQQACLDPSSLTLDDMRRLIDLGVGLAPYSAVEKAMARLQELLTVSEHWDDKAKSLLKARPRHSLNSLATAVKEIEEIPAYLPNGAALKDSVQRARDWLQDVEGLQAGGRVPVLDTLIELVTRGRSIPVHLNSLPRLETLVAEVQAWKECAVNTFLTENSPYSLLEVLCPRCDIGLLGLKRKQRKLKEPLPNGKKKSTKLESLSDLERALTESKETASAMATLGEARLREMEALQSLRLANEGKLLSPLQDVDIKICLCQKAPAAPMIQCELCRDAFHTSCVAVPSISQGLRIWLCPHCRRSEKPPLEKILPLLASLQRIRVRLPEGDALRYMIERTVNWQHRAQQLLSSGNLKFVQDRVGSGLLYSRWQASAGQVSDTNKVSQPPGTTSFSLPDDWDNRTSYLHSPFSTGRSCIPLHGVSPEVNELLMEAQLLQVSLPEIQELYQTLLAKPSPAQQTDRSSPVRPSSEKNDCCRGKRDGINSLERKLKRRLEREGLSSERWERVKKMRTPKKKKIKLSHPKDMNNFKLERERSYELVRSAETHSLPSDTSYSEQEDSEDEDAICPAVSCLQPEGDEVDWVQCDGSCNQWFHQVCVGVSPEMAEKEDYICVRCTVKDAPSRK
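Compound dilutions met 200 nM (final) KDM5BΔAP for 10 min at room temperature before substrate addition. The substrate mix held 12.5 µM H3K4me3 with cofactors 25 µM α-ketoglutarate and 50 µM Fe²⁺. NADH signal gain over 30 min defined activity.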
* = called active by the depositor; i = inactive; u = inconclusive; [ ] = another dose, or the depositor's remark. Potency is the fitted concentration of half-maximal effect. A portion of the library; count on the stated rates, not on these rows.

SMILES | KDM5B inh
O=C1NC2(CCN(C(=O)c3ccc(Cl)cc3)CC2)CC1c1ccccc1 (stereo unspecified) | -9.7%
O=C(C1CCN(c2ncnc3c2nc2n3CCCCC2)CC1)N1CCN(c2ccc(F)cc2)CC1 | -1.0%
O=C(CCc1ncc(-c2ccccc2)o1)NCC(c1ccccc1)N1CCCC1 (stereo unspecified) | -23.4%
Cc1ccc(CCNC(=O)c2cc3cc(S(=O)(=O)N4CCCCC4)ccc3n2C)cc1 | 11.2%
Cc1cccc(C(=O)Nc2cccc(OCc3cc(=O)n4cccc(C)c4n3)c2)c1 | u
Cc1nn(C)c(C)c1NC(=O)c1nn(C)cc1Br | -23.7%
O=C(NC1CCCCC1)c1cc(-c2ccc(F)cc2)on1 | 15.4%
COc1ccccc1C(=O)N1CC[C@H]2COC(=O)N2c2cc(C)ccc2C1 | -12.0%[86.2 µM]
COC[C@@H]1CN(S(=O)(=O)c2c(C)noc2C)C[C@H]1c1ccncc1 | 10.9%
CCOCCn1nc(C)cc1C(=O)N[C@H](c1ccccn1)C1CC(O)C1 (stereo partly specified) | -4.1%
CC1(C)C[C@H](NC(=O)c2ccccc2)[C@@]2(CCC(=O)NCCN3CCOCC3)CC[C@](C)(O)C[C@@H]12 | 14.5%
COc1ccc(CN2CC(Oc3ccccc3C(=O)NC3CC3)C2)c(OC)c1 | 8.1%
COc1ccc(CN(C(=O)c2cccc(C#N)c2)C2CC2)cc1 | 4.1%
Cc1cc(NC(=O)CSc2nc(-c3ccccc3F)nc3c2c(=O)n(C)c(=O)n3C)no1 | -1.0%
CC(C)c1ccc(C2NC(=O)c3c(sc4c3CCN(C)C4)N2)cc1 (stereo unspecified) | u
CN(C)c1ccc(-c2ccnc(N[C@H]3CO[C@H]4[C@@H]3OC[C@@H]4NC(=O)CSCC(=O)O)n2)cc1 | u
Cc1c(-c2cc(C(F)F)c3c(C4CC4)nn(C)c3n2)cnn1C | u
Cc1ccc(-c2ccc3nnc(CNC(=O)Cc4cccc(F)c4)n3n2)cc1 | u
Cc1ccc(C)c(NC(=O)NNC(=O)CCc2ccccc2)c1 | 13.9%
COc1cccc(NC(=O)Cn2c(N3CCN(c4ccccc4)CC3)nc(C)cc2=O)c1 | -6.5%
CN1C(=O)[C@H]2CC[C@@H]1CN(C(=O)CCSc1ccc3c(c1)OCCO3)C2 | -1.2%
Cc1ccc(OC(=O)c2snnc2C)cc1C | -11.9%
CC(C)C(NC(=O)c1ccccc1Cl)c1nnc(SCC(=O)c2ccccc2)n1C (stereo unspecified) | u
COc1ccc(-c2nnn3c2nc(N2CCCC(C)C2)c2ccccc23)cc1 (stereo unspecified) | -16.0%
CCC(C)N1CCN(C(=O)c2cccc(Cl)c2)CC1 (stereo unspecified) | u
COc1ccc(-c2cc3c(nc2-c2ccccc2)nc(C(=O)NCCN(C)C)n3C)cn1 | i
N#C/C(=C/c1ccccc1OCc1ccccc1)c1ccccc1F | -15.9%
CCOc1ccc2c(n1)CCN(C(=O)CCc1ccccc1)C2 | 16.6%
Cc1ccc2c(c1)-c1onc(C(=O)N3CCN(c4ccc(Cl)cc4)CC3)c1CO2 | 3.3%
O=C(CSC1CCc2ccccc2NC1=O)Nc1ccc(CCO)cc1 (stereo unspecified) | 12.4%
CC(OC(=O)c1ccc(O)cc1)C(=O)C12CC3CC(CC(C3)C1)C2 (stereo unspecified) | -20.3%
CCCCNC(=O)Nc1ccc2c(c1)N(C)C(=O)c1ccccc1S2 | u
Cc1noc(C)c1CC(=O)N1CCc2nnc([C@@H]3C[C@@H](O)CN3C(C)C)n2CC1 | -3.5%
CCS(=O)(=O)N1CCCC(c2nc(CCOc3ccc(F)cc3)no2)C1 (stereo unspecified) | 25.1%
COc1cccc(CNC(=O)[C@@H]2C[C@@H](O)CN2C2CCN(C(=O)c3ccnn3C)CC2)c1 | -3.9%
Cc1ccc(CN2CCC3(C2)NC(=O)c2ccccc2CO3)cc1 (stereo unspecified) | -26.9%[86.2 µM]
O=C(NCCc1csc(-c2ccc(F)cc2)n1)C(=O)Nc1ccc(Cl)cc1 | -12.0%
CCS(=O)(=O)c1ncc(Cl)c(C(=O)Nc2ccccc2)n1 | u
O=C1CC(c2ccc(OCc3ccc(F)cc3)cc2)c2cn[nH]c2N1 (stereo unspecified) | 18.5%
N#Cc1nc(COc2ccc(F)cc2)oc1NCc1ccco1 | 0.7%
COCCNC(=O)N1CCc2nc(N3CCN(C)CC3)sc2C1 | u
O=C(c1ccccc1)N1CC(Oc2ccc3c(c2)OCO3)C1 | -19.9%[149 µM]
COc1ccccc1/C(C#N)=C\c1ccccc1Cl | -33.2%
CCN(CC)CCN(C(=O)c1ccc(C(=O)OC)cc1)c1nc2ccc(Cl)cc2s1 | -21.1%
CCN(CC)CCNC(=O)c1ccc(NC(=O)c2ccc(COc3ccccc3)cc2)cc1 | -7.9%
O=S(Cc1ccc(Cl)cc1)Cc1ccccc1F (stereo unspecified) | -18.7%
CCc1ccc(Cn2nccc2NC(=O)C2CCN(S(=O)(=O)c3ccccc3)CC2)cc1 | -3.7%
CC(NC(=O)c1cccc(N(C)C)c1)c1ccccc1 (stereo unspecified) | -9.1%
CCN(CCn1cccn1)Cc1ccccc1OCC(O)CN1CCCCC1 (stereo unspecified) | -26.7%
CSCCC1NC(=O)N(CC(=O)Nc2ccc(Br)cc2Br)C1=O (stereo unspecified) | 10.6%
CCCS(=O)(=O)N1CCc2ccc(NC(=O)NC)cc21 | 18.2%
Cc1noc2ccc(-c3ccccc3OCc3ccccc3)nc12 | u
Cc1ccc(NC(NC(=O)c2ccccc2C)C(Cl)(Cl)Cl)c(C)c1 (stereo unspecified) | 7.7%
COc1ccc(CCC(=O)NCc2ccc3c(c2)CCN3C(=O)c2ccc(F)cc2)cc1 | -12.5%
O=C1C(c2ccc(C(F)(F)F)cc2)=C(Nc2ccc(Cl)cc2)c2ccccc21 | 13.0%
CCCCNC(=S)N/N=C1/CC(C)CC(C)(C)C1 (stereo unspecified) | -3.6%
Cc1cc(OC(C)C(=O)N(Cc2ccco2)Cc2ccco2)cc(C)c1Cl (stereo unspecified) | u
COc1cccc(N2CCN(c3ccc4nnc(CCC(=O)O)n4n3)CC2)c1 | u
COCc1noc([C@@H]2CN(C3CCCCCC3)C[C@H]2CO)n1 | -3.7%
CCOC(=O)C(=O)Nc1ccc(NC(C)=O)cc1 | 6.8%
Continued:
SMILES | KDM5B inh
O=C(Cc1ccccn1)N1CC(COc2ccccc2)C2(C1)CN(c1ccccc1)C2 (stereo unspecified) | -0.2%[86.2 µM]
CCC(Oc1ccccc1)C(=O)Nc1nn2c(-c3ccc(OC)c(OC)c3)nnc2s1 (stereo unspecified) | 1.2%
Cc1ccc(-c2nnc3ccccc3c2C(=O)Nc2cccc(Cl)c2)cc1 | -16.4%
CN1CCN(C[C@@H]2CN(C(=O)CCCc3cccs3)C[C@@H]2CO)CC1 | -4.4%
O=C(c1cc2c(s1)CCC2)N1CCN(S(=O)(=O)c2ccccc2)CC1 | -9.1%
O=C(CN1CCN(c2ccc(O)cc2)CC1)N(Cc1cccs1)C1CCS(=O)(=O)C1 (stereo unspecified) | u
COc1cccc(CNC(=O)[C@@H]2C[C@@H](O)CN2C2CCN(C(=O)C3CCCC3)CC2)c1 | 11.5%
CC(OC(=O)c1n[nH]c(=O)c2ccccc12)C(=O)NCc1ccccc1 (stereo unspecified) | -5.0%
Cc1ccc2c(c1)cc(C(=O)N1CCc3ccccc3C1)n2C | -8.0%
COc1cccc(Nc2ccc3c(n2)C(C)(C(=O)NC2CCC(O)CC2)CN(C)C3)c1 (stereo unspecified) | u
Cc1ccc2nc(C)c(CC=C(Cl)Cl)c(Cl)c2c1 | 14.7%
O=C(CCc1ccccc1)N1CCc2c([nH]c3ccccc23)C1c1ccc(Cl)cc1 (stereo unspecified) | -54.0%
CCCCn1c(-n2nc(C)cc2C)nc2c1c(=O)n(CC(=O)OC)c(=O)n2C | 8.3%
O=C(CN1CCN(CC(=O)Nc2ccccc2F)CC1)Nc1ccc(Cl)c(C(F)(F)F)c1 | -7.2%
c1cncc(-c2nc(Sc3ccc4c(c3)OCCCO4)c3ccccc3n2)c1 | 4.0%
COc1cccc(OC)c1C(=O)Nc1sc2c(c1C(N)=O)CCCC2 | -0.4%
O=C1CCCN1c1cccc(-c2csc(-c3ccccc3)n2)c1 | -11.6%
CC(=O)c1ccc(/C=C/C(=O)O)o1 | -19.9%
CC(C)Oc1ccc(C(=O)N2[C@@H]3CC[C@H]2CC(NC(=O)c2ccc(F)cc2)C3)cc1 (stereo partly specified) | 17.0%
COc1ccccc1OCC(=O)NNC(=O)Nc1ccccc1 | 19.0%
Cc1cc(OC(C)C(=O)NCCCn2ccnc2)c2c(C)cc(=O)oc2c1 (stereo unspecified) | u
Cc1ccc(/C=C(/C#N)C(=O)C(C)C)c(C)c1 | -19.5%
CN(CC1CCOC1)S(=O)(=O)Cc1ccccc1F (stereo unspecified) | -10.7%
COc1ccc2nc(NC(=O)c3cc(=O)c4ccccc4o3)sc2c1 | 9.4%
CC(NC(=O)c1nn(C)c(=O)c2ccccc12)c1ccc(-c2ccccc2)cc1 (stereo unspecified) | -17.6%
CCOc1ccc(NC(=O)NC2CCN(c3nc4ccccc4s3)CC2)cc1 | -4.6%
CCOc1ccc(/C(O)=C2\C(=O)C(=O)N(Cc3ccco3)C2c2ccccc2)cc1Cl (stereo unspecified) | 9.0%
O=C1CCCC2=C1C(c1ccc(OCc3ccc([N+](=O)[O-])cc3)c(Cl)c1)C1=C(CCCC1=O)O2 | 24.3%
COc1ccc(NC(=O)[C@@H]2C[C@@H](c3ccc(F)cc3)N(CCOc3ccccc3)C2)cc1 | u
CS(=O)(=O)NCC(c1ccco1)N1CCN(c2ccccc2)CC1 (stereo unspecified) | u

15 entries from above in a different format:
| mol | KDM5B inh |
| --- | --- |
| CCCCn1c(-n2nc(C)cc2C)nc2c1c(=O)n(CC(=O)OC)c(=O)n2C | 8.3% |
| O=C(CN1CCN(CC(=O)Nc2ccccc2F)CC1)Nc1ccc(Cl)c(C(F)(F)F)c1 | -7.2% |
| c1cncc(-c2nc(Sc3ccc4c(c3)OCCCO4)c3ccccc3n2)c1 | 4.0% |
| COc1cccc(OC)c1C(=O)Nc1sc2c(c1C(N)=O)CCCC2 | -0.4% |
| O=C1CCCN1c1cccc(-c2csc(-c3ccccc3)n2)c1 | -11.6% |
| CC(=O)c1ccc(/C=C/C(=O)O)o1 | -19.9% |
| CC(C)Oc1ccc(C(=O)N2[C@@H]3CC[C@H]2CC(NC(=O)c2ccc(F)cc2)C3)cc1 (stereo partly specified) | 17.0% |
| COc1ccccc1OCC(=O)NNC(=O)Nc1ccccc1 | 19.0% |
| Cc1cc(OC(C)C(=O)NCCCn2ccnc2)c2c(C)cc(=O)oc2c1 (stereo unspecified) | u |
| Cc1ccc(/C=C(/C#N)C(=O)C(C)C)c(C)c1 | -19.5% |
| CN(CC1CCOC1)S(=O)(=O)Cc1ccccc1F (stereo unspecified) | -10.7% |
| COc1ccc2nc(NC(=O)c3cc(=O)c4ccccc4o3)sc2c1 | 9.4% |
| CC(NC(=O)c1nn(C)c(=O)c2ccccc12)c1ccc(-c2ccccc2)cc1 (stereo unspecified) | -17.6% |
| CCOc1ccc(NC(=O)NC2CCN(c3nc4ccccc4s3)CC2)cc1 | -4.6% |
| CCOc1ccc(/C(O)=C2\C(=O)C(=O)N(Cc3ccco3)C2c2ccccc2)cc1Cl (stereo unspecified) | 9.0% |

Additional results.
SMILES | KDM5B inh
CCN(CC)S(=O)(=O)c1ccc(S(=O)(=O)Nc2ccc(SC#N)cc2F)cc1 | u
Cc1nn(-c2ccccc2)c(OC(=O)c2ccccc2Br)c1S(=O)(=O)c1ccccc1 | u
O=C([C@@H]1C[C@H](F)CN1S(=O)(=O)c1ccc(F)c(Cl)c1)N1CCc2ccccc2C1 | -18.4%
CCN(CC)Cc1cnc2c(C(=O)N(C)C(C)c3ccccn3)cnn2c1 (stereo unspecified) | -20.1%
COc1ccccc1CN(C)Cc1ccc(F)cc1 | 2.4%[86.2 µM]
CCCNc1nc2ccccc2nc1C(=O)Nc1cc(C)ccc1OC | 6.6%
COc1cccc(C(CNC(=O)c2ccc(S(=O)(=O)Nc3ccc(C)cc3)cc2)N(C)C)c1 (stereo unspecified) | 3.5%
Cc1ccc(Cl)cc1N1CCN(CC(=O)NC2CC2)CC1 | 13.9%
COc1cc(-c2ccc(C)s2)cc2c1OCCN(Cc1nc[nH]c1C)C2 | u
O=C(N[C@H]1CCN2C(=O)c3cc(-c4ccccc4)ccc3NC(=O)[C@H]12)c1cccc(F)c1 | u
CN[C@@H](CC(C)C)C(=O)N[C@@H]1C=C(C(=O)N[C@@H](Cc2ccc(O)cc2)C(N)=O)C[C@@H](O)[C@@H]1O | 18.4%
Cc1nc(-c2ccccc2)sc1C(=O)Nc1ccncc1 | -7.0%
O=C(c1ccccc1F)N1CCC2(C1)C(=O)Nc1ccccc12 (stereo unspecified) | 23.6%[149 µM]
CCS(=O)(=O)N(C1CC1)C1CCOC2(CCN(C(=O)Nc3cccc(C)c3)CC2)C1 (stereo unspecified) | -6.9%
C[Si](C)(C)C#C/C=C/S(=O)(=O)c1ccccc1 | -4.4%
CN(C(=O)c1cccc(C(F)(F)F)c1)C1CCCc2ccccc21 (stereo unspecified) | -8.1%
Cc1nn(-c2ccccc2)c(OC(=O)C(C)C)c1Sc1ccc(Cl)cc1 | u
COc1ccc(C2CC(=O)Nc3c2c(=O)n(C)c2nc4ccccc4n32)cc1 (stereo unspecified) | -17.8%
NC(=S)N/N=C1\CCCCC1c1nccc2ccccc12 (stereo unspecified) | u
Cc1ccc(CNC(=O)c2sccc2C)cn1 | 21.9%
O=C(NCc1ccc2c(c1)OCO2)c1cccc(N2CCCN(Cc3ccc(F)cc3)C2=O)c1 | -3.4%
Cc1c(C#N)c(NC(=O)CSc2nnnn2C)n(CC2CCCO2)c1C (stereo unspecified) | -2.9%
O=Cc1cccn1C(Cc1ccccc1)C(=O)O (stereo unspecified) | -4.1%
